Tb PYK inh: inhibitors of Trypanosoma brucei pyruvate kinase; 410,000 tested, 0.12% active; Q57TT1; Potency, µM (top dose mostly 76.8 µM), inactives show at the highest dose activity, negative = inhibition, most hits filed as inhibitors; TbPYK enzyme, Kinase-Glo Plus ATP luminescence, 45 min; AID 624173; further: nearly all actives have a fitted effect of over 50% in size
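Readout: single end-point luminescence (Kinase-Glo Plus, 10 min). Reaction conditions were TbPYK/substrate plus 130 uM ADP, 45 min at RT, pH 7.2 TEA buffer. No-enzyme wells served as controls, and data were normalized before concentration-response fitting.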
Pf growth 96h: P. falciparum growth inhibition at 96 hours; P. falciparum luciferase reporter growth, 96 h; Potency, µM (titrated, usually from 28.7 µM), for inactives: at the highest dose activity change, negative = inhibition, hits mostly inhibitors; 320,000 tested, 6.9% active
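Readout is luminescence from an integrated firefly luciferase in P. falciparum. Red cells, 2% hematocrit and 0.05% parasitemia final, were cultured with compound through two parasite generations (96 hours) at 37 C, 5% CO2.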
Sm TGR block: inhibitors of Schistosoma mansoni thioredoxin glutathione reductase. Q962Y6. purified TGR, DTNB reduction, TNB absorbance 405 nm. Potency, µM (highest dose often 114 µM), for the others: at the top dose activity change, negative = inhibition, actives largely listed as inhibitors. 360,000 tested, 3% active; further: nearly all actives have a fitted effect of over 60% in size
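TGR 20 nM + NADPH 100 uM (dispensed conc.), cpd preinc 15 min RT; start with NADPH (500 uM addition) then DTNB (15 mM addition). Kinetic TNB absorbance, 405 nm filter. Four-parameter Hill fit across titration.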
LmPK inh: LmPK (Leishmania mexicana) enzyme inhibition. Potency, µM (titrated, usually from 57.5 µM), for the others: top-dose activity change, negative = inhibition, hits mostly inhibitors. Q27686. 290,000 tested, 0.37% active. purified LmPK, Kinase-Glo ATP luminescence, 1 h
Target sequence (Q27686 whole entry, looked up): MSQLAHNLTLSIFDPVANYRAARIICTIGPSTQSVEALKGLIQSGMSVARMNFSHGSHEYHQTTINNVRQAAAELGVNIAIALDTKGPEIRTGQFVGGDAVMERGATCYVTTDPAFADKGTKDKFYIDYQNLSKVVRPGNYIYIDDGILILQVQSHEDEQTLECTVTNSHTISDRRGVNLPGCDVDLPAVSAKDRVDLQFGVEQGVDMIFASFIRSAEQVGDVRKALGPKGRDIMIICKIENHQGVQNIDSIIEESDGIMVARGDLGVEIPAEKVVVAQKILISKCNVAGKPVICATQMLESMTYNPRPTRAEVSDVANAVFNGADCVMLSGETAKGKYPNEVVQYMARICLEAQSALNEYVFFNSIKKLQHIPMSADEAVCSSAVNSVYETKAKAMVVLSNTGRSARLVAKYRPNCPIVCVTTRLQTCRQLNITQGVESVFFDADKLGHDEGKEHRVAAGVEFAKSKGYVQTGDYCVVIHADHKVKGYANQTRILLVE
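0.1 nM LmPK, 0.5 mM PEP, 0.1 mM ADP; 50 mM imidazole pH 7.2, 7 mM MgCl2, 50 mM KCl; 1 h RT. Kinase-Glo luminescence readout, normalized to no-enzyme (full inhibition) and uninhibited wells.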
HCV inh: inhibitors of hepatitis C virus infection; 340,000 tested, 3.4% active; Huh7.5.1 HCVcc-Cre infection, luciferase reporter, 44 h; Potency, µM (titrated, usually from 41.8 µM), without a hit: top-dose activity change, negative = inhibition, actives largely listed as inhibitors; AID 651820
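Cells (1,000/well) were plated 4 h before compound, then infected with HCVcc-Cre virus (~0.5 moi). After 44 h further culture, infection was read as luciferase luminescence following a 15 min substrate incubation at room temperature.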
Pf growth 48h: P. falciparum growth inhibition at 48 hours (one generation). Potency, µM (titrated, usually from 28.7 µM), for inactives: at the top dose activity change, negative = inhibition, hits mostly inhibitors. P. falciparum luciferase growth in erythrocytes, 48 h. 310,000 tested, 5.9% active
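Parasite viability was followed by luminescence of a genomically integrated firefly luciferase. Cultures held 0.1% parasitemia at 2% hematocrit (final), incubated under 5% CO2 at 37 C.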
* hit, by the source's call; u = inconclusive; x = no result given; & = joins results of further samples; [ ] = remark or other dose. The call rests on the fitted dose curve; in most records, active means well fitted curve in the direction sought with a large enough effect; inconclusive means small, poorly fitted or top-dose-only effect, or another doubt; inactive means no such curve, though single readings can be large; an effect the other way counts as inactive or inconclusive. On the % scale 0 is the no-effect control and ±100 the full control effect; potency means the concentration at half of the fitted maximal effect.

Values run as follows: LmPK inh	Pf growth 48h	Tb PYK inh	Pf growth 96h	HCV inh	Sm TGR block
- CCOC(=O)c1c(C#N)c(SCC(=O)Nc2ccc(OC)cc2)nc2c1CN(CC)CC2
    -2%	u	-10%	34%[activator]	u	u
- COc1ccc(Oc2ncc(CN3CCN(c4ccccc4)CC3)s2)cc1
    6%	x	0%	13%	-20%	2%
- CN1CCN(/N=C/c2nc(-c3ccccc3Cl)n3ccccc23)CC1
    -1%	u	8%	u	4%	-20%
- Cc1ccc(/C=N/NC(=O)CSc2ccccn2)o1
    -1%	6%	-9%	1%	12%	u
- O=C(COc1ccccc1)NCCc1nc2ccccc2[nH]1
    1%	7%	-13%	u	-11%	-1%
- CC(C)CCC(CC(C)O)c1n[nH]c(=S)n1-c1ccccc1 (stereo unspecified)
    10µM*	-1%	4.5µM*	2.3µM*	8%	6%
- COc1ccc(-c2cc(=O)oc3cc(OC(C)C(=O)NCC4CCC(C(=O)O)CC4)ccc23)cc1 (stereo unspecified)
    -6%	-14%	9%	u	-6%	10%
- O=[N+]([O-])c1ccc(N2CCN(CCO)CC2)cc1NCc1ccco1
    0%	12%	-5%	u	-9%	-6%
- CC(C)NC(=O)Cn1nc(C(F)(F)F)c2c1CCC2
    1%	-6%	4%	29%	0%	-6%
- Cc1cccc(N(Cc2ccccc2)C(=O)c2cc(S(=O)(=O)N3CCOCC3)ccc2Cl)c1
    x	12µM*	-1%	u	u	-1%
- CCCCn1c(=N)n(CC(=O)C(C)(C)C)c2ccccc21
    0%	u	7%	u	-22%	0%
- CCN(Cc1ccccc1)c1ccc(/C=C(\C#N)c2ccccn2)cc1
    -12%	10%	-22%	u	-4%	1%
- C(=N\N1CCN(Cc2cccc3ccccc23)CC1)/c1cccs1
    -3%	-12%	-4%	29%	6%	5%
- CC(=O)Nc1ccc(NC(=O)C(=O)N/N=C/c2cccnc2)cc1
    -17%	12%	-1%	2%	8%	0%
- Cc1ccc(NC(=O)NNc2cccc(Cl)n2)cc1
    4%	9%	-8%	u	-10%	-4%
- O=C(C1CCN(Cc2ccc(Cl)cc2)CC1)N1CCN(C(c2ccccc2)c2ccccc2)CC1
    0%	u	6%	37%[activator]	u	-2%
- C=CCn1c(COc2ccc(F)cc2)nnc1SCC(=O)Nc1cccc(S(N)(=O)=O)c1
    5%	20%[5.75 µM]	-6%	34%[5.75 µM]	-29%	11%
- Cc1ccc(-c2noc(CSc3nc(N)cc(N)n3)n2)cc1
    -2%	250%[activator]	5%	-24%	u	11%
- COc1cccc(C(=O)NNC(=O)C(=O)Nc2ccc(OC)cc2OC)c1
    0%	12%	-13%	246%[activator]	u	5%
- Cc1cc(NC(=O)C2C3C(=O)N(c4cccnc4)C(C(=O)NC(C)(C)C)C34C=CC2(C)O4)no1 (stereo unspecified)
    -2%	-11%	-3%	13µM*	30%	1%

2 records picked at random from those above:
Values run as follows: LmPK inh	Pf growth 48h	Tb PYK inh	Pf growth 96h	HCV inh	Sm TGR block
- O=[N+]([O-])c1ccc(N2CCN(CCO)CC2)cc1NCc1ccco1
    0%	12%	-5%	u	-9%	-6%
- Cc1ccc(/C=N/NC(=O)CSc2ccccn2)o1
    -1%	6%	-9%	1%	12%	u

Remaining list, next part.
Values run as follows: LmPK inh	Pf growth 48h	Tb PYK inh	Pf growth 96h	HCV inh	Sm TGR block
- Cc1ccc(N(C(=O)Cn2nnc(-c3cccs3)n2)C(C(=O)NC2CCCC2)c2ccncc2)cc1 (stereo unspecified)
    -4%	u	1%	-4%	-2%	2%
- CCN(CC(=O)Nc1cccc(S(=O)(=O)N(C)c2ccccc2)c1)Cc1ccccc1
    x	u	1%	10µM*	u	-1%
- Cc1ccc(-n2nc(C)c3c2OC(N)=C(C#N)C3c2ccccc2F)cc1 (stereo unspecified)
    3%	u	2%	u	14%	-7%
- Nn1c(SCC(=O)Nc2ccccc2F)nc2ccccc2c1=O
    5%	9%	-4%	216%[activator]	u	u
- Cc1ccc2nc(-c3ccc(SCC(=O)Nc4ccc5c(c4)OCCO5)nc3)[nH]c2c1
    -2%	-50%	4%	54%[activator]	u	-18%
- O=C(Nc1c2c(nn1-c1ccccc1)CS(=O)(=O)C2)c1cccs1
    -3%	23%	1%	20%	x	-14%
- Cn1c(=O)c(C(=O)CSc2nncs2)c(N)n(Cc2ccccc2)c1=O
    3%	u	-16%	x	-5%	-28%
- C[C@@]12CCC(=O)C=C1C=CC1C2CC[C@]2(C)C1CC[C@@]21CCC(=O)O1 (stereo partly specified)
    x	u	-5%	u	x	x
- COc1ccc(CNC(=O)N[C@@H](CC(C)C)C(=O)O)cc1OC
    -3%	4%	7%	12%	14%	6%
- O=c1nc2n(c3ncccc13)CCCCC2
    -5%	-10%	1%	-4%	-11%	-1%
- CN(C)/C=C1/NC(=S)NC1=O
    -9%	3%	-7%	22%	5%	13%
- CCOC(=O)c1ccc(Nc2nnc3nc(C)cc(C)n23)cc1
    -2%	5%	-3%	50%[activator]	5%	-1%
- O=C(Nc1ccc(C(F)(F)F)cc1)c1ccccc1
    x	323%[activator]	1%	217%[activator]	-2%	1%
- COCCN(CCOC)c1nc(-c2ccccc2)nc2ccccc12
    -2%	13µM*	-4%	u	u	3%
- CCOC(=O)c1[nH]c(C)c(/C(O)=C2\C(=O)C(=O)N(CCN(C)C)C2c2cccc(OC)c2OC)c1C (stereo unspecified)
    3%	14%	1%	-9%[5.75 µM]	-8%	-29%
- Cc1nn(-c2ccc(F)cc2)c(Cl)c1/C=N/NC(=O)c1cccs1
    4%	-63%	-1%	u	u	0%
- OCc1ccnc2c(O)cccc12
    -6%	2.3µM*	0%	u	u	14µM*
- CCOc1ccc(NC(=O)CN(C)C(=O)c2ccccc2SCC(=O)N2CCCC2)cc1OCC
    x	-4%	5%	u	19%	-5%
- CSc1cccc(NS(=O)(=O)c2cc(Br)cnc2N)c1
    4%	21%	1%	30%	2%	0%
- S=C(NC1CCCCC1)NC1CC2CCC(C1)N2Cc1ccccc1 (stereo unspecified)
    0%	u	-8%	28%	u	6%[57.1 µM]

Grouped by structure: the compounds so far with a Cl atom.
Values run as follows: LmPK inh	Pf growth 48h	Tb PYK inh	Pf growth 96h	HCV inh	Sm TGR block
- CN1CCN(/N=C/c2nc(-c3ccccc3Cl)n3ccccc23)CC1
    -1%	u	8%	u	4%	-20%
- Cc1cccc(N(Cc2ccccc2)C(=O)c2cc(S(=O)(=O)N3CCOCC3)ccc2Cl)c1
    x	12µM*	-1%	u	u	-1%
- Cc1ccc(NC(=O)NNc2cccc(Cl)n2)cc1
    4%	9%	-8%	u	-10%	-4%
- O=C(C1CCN(Cc2ccc(Cl)cc2)CC1)N1CCN(C(c2ccccc2)c2ccccc2)CC1
    0%	u	6%	37%[activator]	u	-2%
- Cc1nn(-c2ccc(F)cc2)c(Cl)c1/C=N/NC(=O)c1cccs1
    4%	-63%	-1%	u	u	0%

Additional results follow:
Values run as follows: LmPK inh	Pf growth 48h	Tb PYK inh	Pf growth 96h	HCV inh	Sm TGR block
- CC(C)(C)c1nc2sc3c(c2c(=O)o1)CCCC3
    -15%	x	4%	8%	11%	2%
- Clc1ccc([C@H](Cn2ccnc2)OCc2c(Cl)cccc2Cl)c(Cl)c1
    x	6.4µM*	-5%[33.2 µM]	2µM*	x	x
- COc1ccc(CNC(=S)NCc2ccc(OC)cc2)cc1
    1%	7%	-5%	0%	-10%	x
- O=[N+]([O-])c1cccc(S(=O)(=O)Nc2ccc(-c3ccc(N4CCCC4)nn3)cc2)c1
    x	-10%	5%	u	7%	4%
- C=C(C)CNC(=S)N1CCN(C(c2ccccc2)c2ccccc2)CC1
    1%	u	3%	0%	0%	-7%
- O=C(NCc1ccncc1)C(=O)NCC1OCCN1S(=O)(=O)c1ccc(Br)cc1 (stereo unspecified)
    -13%	9%	-3%	u	2%	-30%
- COc1ccc(S(=O)(=O)Cc2ccc(C(=O)NC3CCC(C)CC3)o2)cc1 (stereo unspecified)
    3%	-1%	-4%	u	-15%	7%
- COc1cc(C(=O)NC(=S)Nc2ccc([N+](=O)[O-])cc2C)cc(OC)c1OC
    2%	3%	-8%	u	u	-1%
- CC(C)N1C(=O)CCC1C(=O)NCc1ccco1 (stereo unspecified)
    9%	11%	1%	u	0%	-29%
- O=C(Cn1c(=O)n(CC2CS2)c2ccccc21)N1CCCCCC1 (stereo unspecified)
    1%	u	8%	3%	8%	x
- CN1CN(C)C(c2ccncc2)=C1c1ccncc1
    3%	1%	5%	u	3%	u
- O=C(COc1ccccc1Cl)NC(=S)Nc1cccc(NC(=O)c2ccccc2Cl)c1
    -4%	-5%	-6%	11%	-20%	4%
- OCCN(Cc1ccccc1)c1ncnc2sccc12
    -5%	2%	1%	10%	u	-4%
- Cc1ccc(C)c(S(=O)(=O)N2CCCC2CNC(=O)C(=O)NCCN2CCOCC2)c1 (stereo unspecified)
    x	u	-15%	5%	17%	2%
- CCOc1ccc(OCc2ccc(C(=O)N3CCOCC3)cc2)cc1
    -3%	75%[activator]	x	69%[activator]	u	0%
- COc1ccccc1S(=O)(=O)c1ccccc1[N+](=O)[O-]
    1%	-3%	1%	-29%	24%	32%
- COc1ccc(/C=C/C(=O)OCC(=O)Nc2cc(C(F)(F)F)ccc2Cl)cc1
    1%	21%	-5%	14%	14%	8%
- c1cnc(N2CCN(Cc3ccc4c(c3)OCO4)CC2)cn1
    4%	6%	3%	10%	-7%	-3%
- CCOC(=O)c1c(C)[nH]c(C(=O)OCC(=O)N2CCN(S(=O)(=O)c3ccccc3)CC2)c1C
    4%	x	1%	-60%	12%	-1%
- COCCCn1c(C)nnc1SCC(=O)NNC(=O)COc1ccc(Cl)cc1
    1%	7%	2%	5%	6%	-30%
- CC1=C(C(=O)Nc2ccc(C)cc2C)C(c2ccc(Cl)cc2)n2nc(C(=O)OC(C)C)nc2N1 (stereo unspecified)
    -1%	32%[activator]	0%&-5%	u	2%	1%&4%
- Clc1ccccc1-c1nc(-c2cccnc2)no1
    -28%	52%[activator]	-1%	59%[activator]	-7%	2%
- Cc1cc(C(=O)N/N=C/c2ccc3c(c2)OCO3)c2ccccc2n1
    -1%	-12%	-5%	67%[activator]	-18%	4%
- CC(=O)Nc1ccc(NC(=O)CN2C(=O)COc3ccc(S(=O)(=O)N4CCOCC4)cc32)cc1
    -9%	8%	0%	u	1%	3%
- O=C(COc1ccc(S(=O)(=O)NC2CCCCC2)cc1)NC1CC1
    -10%	24%	2%	-2%	u	2%
- CC(c1ccccc1)n1c(S(=O)(=O)O)nc2ccccc21 (stereo unspecified)
    -4%	11%	-8%	u	-8%	11%
- CC(=O)N1CCC(CCCC2CCN(C(C)=O)CC2)CC1
    x	u	1%	u	4%	-9%
- CNC[C@H](CC1CCCCC1)NC[C@H](CO)NCCc1cccc(C(F)(F)F)c1
    -7%	u	6%	1.9µM*	u	1%
- CCOc1cc(/C=C/C(=O)O)ccc1OCCOc1ccccc1
    -1%	20%	2%	-2%	23%	-3%
- CCCN1CCC(N(CCc2ccccc2)Cc2ccccc2)CC1
    7%	u	-12%	12µM*	u	5%
- O=C1NCCO1
    x	-21%	2%	76%[activator]	4%	-1%
- COc1cc(CNCCc2ccccc2)ccc1OCC(N)=O
    -5%	-3%	-5%	9%	-2%	-5%
- Cc1ccc(S(=O)(=O)NNC(=O)c2ccccc2-n2cccc2)cc1
    0%	6%	-2%	7%	9%	4%
- COc1cc(/C=N/NC(=O)c2ccc(CSc3nncn3C)cc2)ccc1OCC(=O)N1CC(C)OC(C)C1 (stereo unspecified)
    1%	u	0%	u	19%	18%
- CN(C)/C(=N\S(=O)(=O)c1ccc(F)cc1)c1ccccc1
    4%	-21%[0.00184 µM]	1%	4%	11%	28%
